# tim10-1 inh – inhibits growth of tim10-1 mutant yeast; hit rate 2.2% among 330,000; AID 463190; inhibition, % at 20 µM; S. cerevisiae tim10-1 ts strain growth, BacTiter-Glo, 24 h;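 active = inhibition of at least 40%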;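 also: mutant grown at 25 °C; 0% = DMSO wells with yeast and 100% = wells holding no yeast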
# Apaf-1 inh – inhibitors of human Apaf-1 apoptosome | reconstituted apoptosome caspase-3 activity, DEVD-Rh110 fluorescence | inhibition, % at 20 µM | hit rate 0.71% among 330,000 | AID 489030; active = inhibition of at least 40% at 20 µM;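 also: plate controls were DMSO wells for no effect and DEVD-CHO caspase inhibitor wells for full effect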
#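 detection = Rh110 fluorescence intensity | test system = biochemical Apaf-1 apoptosome reconstitution | also added = cytochrome c and DEVD-Rh110 substrate | schedule = 30 min plus 50 min, RT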
# TIM10 inh – growth inhibitors of TIM10 yeast strain | AID 463195 | S. cerevisiae TIM10 strain growth, BacTiter-Glo luminescence, 24 h | inhibition, % at 10 µM | hit rate 1.4% among 330,000;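 active = inhibition of 40% or more at the single tested concentration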;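 also: wild-type TIM10 isogenic control strain grown at permissive 25 °C; 0% = DMSO yeast wells and 100% = minimal medium wells without yeast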
# hIAP block – human IAP inhibition; P09923; purified IAP, CDP-Star luminescence, 30 min; inhibition, % at 10 µM; hit rate 0.12% among 330,000; AID 2544;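 active = inhibition reaching a set limit with compound at 10 µM in the primary screen, cut at about 35% in these data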;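 also: plate controls were DMSO wells with enzyme for no effect and no-enzyme buffer wells for full effect; values of inactives mirror those of a sister screen read the other way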
# Target sequence (P09923 whole entry, looked up): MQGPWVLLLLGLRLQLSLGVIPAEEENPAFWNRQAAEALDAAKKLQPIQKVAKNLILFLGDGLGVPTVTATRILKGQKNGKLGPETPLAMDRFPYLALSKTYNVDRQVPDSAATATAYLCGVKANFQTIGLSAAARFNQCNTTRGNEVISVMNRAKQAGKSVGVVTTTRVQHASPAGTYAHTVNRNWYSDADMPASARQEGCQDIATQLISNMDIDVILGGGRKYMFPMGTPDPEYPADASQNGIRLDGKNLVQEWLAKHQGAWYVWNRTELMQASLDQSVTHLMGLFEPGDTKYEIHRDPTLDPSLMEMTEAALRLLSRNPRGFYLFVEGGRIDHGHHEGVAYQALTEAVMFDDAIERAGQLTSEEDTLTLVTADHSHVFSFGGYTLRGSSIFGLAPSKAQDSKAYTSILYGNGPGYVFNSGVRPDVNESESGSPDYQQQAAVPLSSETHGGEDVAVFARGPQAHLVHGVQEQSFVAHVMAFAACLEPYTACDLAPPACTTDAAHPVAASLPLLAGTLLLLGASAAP
# mIAP act – increases mouse intestinal alkaline phosphatase activity. muIAP, CDP-Star luminescence, 30 min; stronger effect = higher value; 1 = vehicle-only enzyme signal, 0 = enzyme-free wells. activation factor at 10 µM. hit rate 0.24% among 330,000. AID 2805;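 active = activation factor of at least 2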; also: the source names both 10 and 20 µM as test concentration; values of inactives mirror those of a sister screen read the other way
#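 also added = chemiluminescent substrate CDP-Star | test system = mouse IAP enzyme | signal = chemiluminescence readout | compound = DMSO-dissolved test compounds | incubation = 30 min at room temperature | benchmarks = DMSO wells, no-enzyme wells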
# mIAP inh – blocks mouse intestinal alkaline phosphatase; purified mouse IAP, CDP-Star luminescence, 30 min; inhibition, % at 10 µM; hit rate 0.2% among 330,000; AID 2806;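 active = inhibition of at least 40% at 10 µM in the primary screen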;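 also: plate controls were DMSO with enzyme for no effect and no enzyme wells for full effect; values of inactives mirror those of a sister screen read the other way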
# NLRP3 yeast inh – blocks the NALP3 inflammasome reconstituted in yeast | inhibition, % at 10 µM | Yeast reconstituted NLRP3/ASC/caspase-1, beta-gal luminescence, 24 h | hit rate 0.39% among 330,000;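 active = inhibition of 50% or more; inactive = inhibition below 50%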;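 also: plate controls were induced DMSO wells for no effect and uninduced yeast grown without galactose for full effect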
# ATG4B inh – inhibitors of human ATG4B cysteine protease; hit rate 0.51% among 340,000; ATG4B cleavage of LC3-PLA2, NBD-HPC fluorescence, 1 h; Q9Y4P1; AID 504462; inhibition, % at 8.33 µM; in the data active = inhibition above about 40%
# Target sequence (Q9Y4P1 whole entry, looked up): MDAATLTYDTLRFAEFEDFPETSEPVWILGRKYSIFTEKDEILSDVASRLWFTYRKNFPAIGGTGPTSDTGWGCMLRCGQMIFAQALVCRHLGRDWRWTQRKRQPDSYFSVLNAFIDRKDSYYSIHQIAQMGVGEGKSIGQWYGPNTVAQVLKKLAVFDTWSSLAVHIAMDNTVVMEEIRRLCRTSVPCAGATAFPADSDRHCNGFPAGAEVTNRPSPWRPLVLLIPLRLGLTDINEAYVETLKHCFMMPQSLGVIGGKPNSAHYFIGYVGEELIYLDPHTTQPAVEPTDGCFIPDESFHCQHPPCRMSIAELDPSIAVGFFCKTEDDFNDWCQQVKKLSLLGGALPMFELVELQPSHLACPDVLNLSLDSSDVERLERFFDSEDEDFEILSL
# hIAP activ – increases human intestinal alkaline phosphatase activity. P09923. purified human IAP, CDP-Star luminescence, 30 min; stronger effect = higher value; 1 = vehicle-only enzyme, 0 = enzyme-free background. activation factor at 10 µM. hit rate 0.16% among 330,000;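 active = activation factor of the enzyme at least 2-fold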; also: the source names both 10 and 20 µM as test concentration; values of inactives mirror those of a sister screen read the other way
# Starred values were filed as active, the others as inactive; . = no result given.
(1) COc1ccc2[nH]c3c(=O)n(CCCC(=O)NC4CCCCC4C)c(=S)[nH]c3c2c1 (centres undefined)
(2) CCc1ccc(C2CC(c3ccco3)=NN2S(C)(=O)=O)cc1 (centres undefined)
(3) COc1ccc(NC(=O)Nc2ccc(C(=O)N3CCOCC3)cc2)c(OC)c1
(4) O=C(NCCC1CCCCN1S(=O)(=O)c1ccccc1)C(=O)Nc1ccccc1 (centres undefined)
(5) CCCCc1nc2sc3c(=O)n(N)cnc3c2c2c1CCC2
(6) c1ccc2c(c1)ccc1ccccc12

entry no.	1	2	3	4	5	6
tim10-1 inh	14	23	13	16	15	-8
Apaf-1 inh	0	-1	-10	11	-1	-6
TIM10 inh	3	-4	16	1	3	-5
hIAP block	-26	-19	-4	-2	14	5
mIAP act	0.83	1	0.92	0.94	0.99	0.88
mIAP inh	17	-3	8	6	1	12
NLRP3 yeast inh	15	-15	-5	3	-1	-10
ATG4B inh	-3	-1	2	-6	4	-10
hIAP activ	1.3	1.2	1	1	0.86	0.95

# 2 records picked at random from those above:
(3) COc1ccc(NC(=O)Nc2ccc(C(=O)N3CCOCC3)cc2)c(OC)c1
(6) c1ccc2c(c1)ccc1ccccc12

entry no.	3	6
tim10-1 inh	13	-8
Apaf-1 inh	-10	-6
TIM10 inh	16	-5
hIAP block	-4	5
mIAP act	0.92	0.88
mIAP inh	8	12
NLRP3 yeast inh	-5	-10
ATG4B inh	2	-10
hIAP activ	1	0.95

# Remaining list, next part
(7) C=CCSc1nc(O)c(C2OC(=O)c3c2ccc(OC)c3OC)c(=O)n1-c1ccccc1 (centres undefined)
(8) CCOc1ccccc1NC(=O)CSCC(=O)Nc1ccccc1
(9) Nc1nc(N2CCN(c3ccc(F)cc3)CC2)n[nH]1
(10) COCCCNc1nc(N)c([N+](=O)[O-])c(Nc2cc(OC)ccc2OC)n1
(11) COc1ccc(NS(=O)(=O)c2ccc(N3C(=O)CCC3=O)cc2)cc1
(12) CCCOC(=O)CC1C(=O)NCCN1C(=O)OC(C)(C)C (centres undefined)

entry no.	7	8	9	10	11	12
tim10-1 inh	12	1	-16	1	10	-1
Apaf-1 inh	-10	-16	-5	-14	-11	-16
TIM10 inh	-4	5	5	22	-9	11
hIAP block	-2	-4	0	-15	8	0
mIAP act	1.1	1.1	0.96	0.94	1	0.96
mIAP inh	-8	-6	4	6	-3	4
NLRP3 yeast inh	3	4	5	13	4	-1
ATG4B inh	-12	-1	-1	6	-11	-4
hIAP activ	1	1	1	1.2	0.92	1

# Entries of single compounds from above.
# `CCOc1ccccc1NC(=O)CSCC(=O)Nc1ccccc1` in the list: tim10-1 inh: 1; Apaf-1 inh: -16; TIM10 inh: 5; hIAP block: -4; mIAP act: 1.1; mIAP inh: -6; NLRP3 yeast inh: 4; ATG4B inh: -1; hIAP activ: 1
# `COCCCNc1nc(N)c([N+](=O)[O-])c(Nc2cc(OC)ccc2OC)n1` in the list: tim10-1 inh: 1; Apaf-1 inh: -14; TIM10 inh: 22; hIAP block: -15; mIAP act: 0.94; mIAP inh: 6; NLRP3 yeast inh: 13; ATG4B inh: 6; hIAP activ: 1.2
# `CCCOC(=O)CC1C(=O)NCCN1C(=O)OC(C)(C)C` (centres undefined) in the list: tim10-1 inh: -1; Apaf-1 inh: -16; TIM10 inh: 11; hIAP block: 0; mIAP act: 0.96; mIAP inh: 4; NLRP3 yeast inh: -1; ATG4B inh: -4; hIAP activ: 1

# Next compounds.
(13) CCOCC(=O)Nc1ccc2c(c1)N(S(=O)(=O)c1cccs1)CCC2
(14) O=C(CN1CCN(Cc2ccccc2)CC1)Nc1ccc([N+](=O)[O-])cc1C(=O)Nc1ccccc1F
(15) Cc1cc(S(=O)(=O)Nc2ccc(C(=O)NCCCn3ccnc3)cc2)ccc1F
(16) COc1ccccc1NC(=O)C1CCCN(S(=O)(=O)c2ccc3c(c2)CC(C)N3C(C)=O)C1 (centres undefined)
(17) O=C(CN1CCCC1)N1CCCc2c1c(=O)oc1ccc(OCc3ccccc3)cc21
(18) C=CCN(C(=O)CSc1nnnn1C)c1nc(-c2ccccc2)cs1

entry no.	13	14	15	16	17	18
tim10-1 inh	30	9	-7	13	21	-8
Apaf-1 inh	6	36	1	11	13	-3
TIM10 inh	30	6	-2	8	7	-3
hIAP block	3	-2	-6	-7	2	-21
mIAP act	0.99	0.86	0.98	1.1	0.95	0.86
mIAP inh	1	14	2	-6	5	14
NLRP3 yeast inh	13	13	7	12	7	16
ATG4B inh	0	-1	-1	-3	1	-7
hIAP activ	0.97	1	1.1	1.1	0.97	1.2

(19) COC(=O)C1=CN(Cc2ccc(F)cc2)C=C(C(=O)OC)C1c1cc(OC)c(OC)c(OC)c1
(20) CCn1c(SCC(=O)N2c3ccccc3CC2C)nnc1-c1ccco1 (centres undefined)
(21) CCCOc1ccc2[nH]c(C(=O)N/N=C/c3cc(OC)c(OC)c(OC)c3)cc2c1
(22) Cc1ccc(NC(=O)CSc2nnc(-c3ccco3)n2N)cc1F
(23) COC(=O)CNC(=O)c1cc(-c2ccncc2)nc2c(C)c(Cl)ccc12
(24) CCOc1ccc(N=C2NC(=O)S/C2=C\c2ccc(Cl)cc2)cc1

entry no.	19	20	21	22	23	24
tim10-1 inh	26	10	35	-10	24	15
Apaf-1 inh	15	3	14	-5	-6	-1
TIM10 inh	17	1	20	2	15	-14
hIAP block	-1	5	16	-12	16	7
mIAP act	1.1	1	0.82	1	0.9	0.85
mIAP inh	-8	-1	18	0	10	15
NLRP3 yeast inh	7	14	1	11	-3	3
ATG4B inh	-8	-16	2	-2	-13	6
hIAP activ	1	0.95	0.84	1.1	0.84	0.93

(25) CC(=O)NN1C(=O)c2ccccc2NC1c1ccc(N(C)C)cc1 (centres undefined)
(26) C/C=C\C(=O)Nc1cccc(C2=NOC3(C2)C[C@H](C(N)=O)N(C(=O)/C=C/CC)C3)c1 (some centres undefined)
(27) COc1ccc(Cl)cc1C(=O)Nc1ccncc1
(28) FC(F)(F)c1cc(-c2cccs2)nc(NCc2ccco2)n1
(29) CCCCS(=O)CC(O)COc1ccc(C(C)(C)C)cc1 (centres undefined)
(30) CN(C)N1C(=O)CC(C)(c2ccc([N+](=O)[O-])cc2)C1=O (centres undefined)

entry no.	25	26	27	28	29	30
tim10-1 inh	1	-1	7	19	28	-12
Apaf-1 inh	-1	-2	-10	9	6	-4
TIM10 inh	16	0	4	11	5	-18
hIAP block	-15	-2	-1	-10	1	0
mIAP act	1	0.96	0.99	1	1.1	0.95
mIAP inh	-1	4	1	-2	-6	5
NLRP3 yeast inh	1	9	29	39	17	-1
ATG4B inh	1	-10	2	-2	2	-12
hIAP activ	1.2	1	1	1.1	0.99	1

(31) CCC(C)c1ccc(NC(=O)C2=CC=CN3CCS(=O)(=O)N=C23)cc1 (centres undefined)
(32) COc1ccc(OCC(=O)NC(=S)N2CCCc3ccccc32)cc1
(33) CC1(C)CC(=O)C(C=NCc2cccnc2)=C(O)C1
(34) COc1cccc(CC(=O)OCC(=O)NC2CCCCCC2)c1
(35) CCCCn1c(N)c(N(CCOC)C(=O)C(C)N2C(=O)c3ccccc3C2=O)c(=O)[nH]c1=O (centres undefined)
(36) CCNC(=S)Nc1ccc(C)c(S(=O)(=O)Nc2ccccc2OC)c1

entry no.	31	32	33	34	35	36
tim10-1 inh	-7	-4	-3	15	-26	7
Apaf-1 inh	1	7	3	-2	-4	-14
TIM10 inh	3	-3	-16	7	-1	17
hIAP block	0	9	12	-21	1	-1
mIAP act	0.85	1.1	0.94	0.94	0.96	1
mIAP inh	15	-6	6	6	4	-2
NLRP3 yeast inh	0	20	17	1	9	10
ATG4B inh	-47	0	-3	-6	-13	6
hIAP activ	1	0.91	0.88	1.2	0.99	1

(37) COc1ccc(NC(=O)NCc2ccco2)cc1OC
(38) COc1ccc(Cl)cc1N(CC(=O)Nc1ccccc1C(=O)NCc1ccco1)S(C)(=O)=O
(39) C=CCN1C(=O)C(Cc2ccccc2)SC1=Nc1ccc(C(=O)O)cc1 (centres undefined)
(40) CCOc1ccc(CN2CCC(n3nccc3NC(=O)c3ccccc3OC)CC2)cc1
(41) O=C(CSc1n[nH]c(-c2cc(Cl)ccc2Cl)n1)NCCN1C(=O)CSC1=O
(42) C#CCOCCOCCOCCNc1nc(N2CCN(C(=O)[C@H](CCC(=O)O)n3cc(C(N)CO)nn3)CC2)nc(N2CCN(C(=O)[C@H](CCCCN)n3cc(C(N)CC(C)C)nn3)CC2)n1 (some centres undefined)

entry no.	37	38	39	40	41	42
tim10-1 inh	-1	18	10	1	1	10
Apaf-1 inh	-3	4	1	8	0	3
TIM10 inh	-12	7	8	2	-9	-2
hIAP block	5	-40	-5	0	3	-6
mIAP act	0.98	1.2	1	1	0.98	1.1
mIAP inh	2	-19	-3	-1	2	-7
NLRP3 yeast inh	11	4	0	20	11	0
ATG4B inh	-3	-9	-5	-6	1	.
hIAP activ	0.95	1.4	1	1	0.97	1.1

(43) CCOC(=O)c1c(NC(=O)CCl)sc(CN(C)C)c1-c1ccccc1
(44) CC(C)n1ncc2c(C(=O)NCc3cccnc3)cc(C3CC3)nc21
(45) O=S(=O)(c1ccc(Br)s1)N1CCCCC1
(46) CCOP(=O)(c1ccccc1Cl)C1(O)CCCCC1 (centres undefined)
(47) CCNc1nc(CN2CCCCC2)nc2scc(-c3ccccc3)c12
(48) CN=C(NC#N)NCCSCc1nc[nH]c1C

entry no.	43	44	45	46	47	48
tim10-1 inh	29	6	20	0	8	-11
Apaf-1 inh	-2	7	-7	5	8	-6
TIM10 inh	23	4	14	-16	14	0
hIAP block	-2	0	3	6	-16	9
mIAP act	1	0.97	0.91	1	1	1.1
mIAP inh	-2	3	9	0	0	-7
NLRP3 yeast inh	6	0	-9	1	0	3
ATG4B inh	-5	4	-1	-1	-12	-1
hIAP activ	1	1	0.97	0.94	1.2	0.91

(49) Cc1ccc(C)c(-n2nnnc2SCC(=O)c2ccc3c(c2)NC(=O)CO3)c1
(50) CC1CCCC(NC(=O)COC(=O)c2cc3ccccc3oc2=O)C1C (centres undefined)
(51) O=C(CSc1nnc(-c2ccncc2)n1CCc1ccccc1)NCc1ccccc1
(52) Cn1c(SCc2ccccc2Cl)nc2ccccc21
(53) O=C1CCC(C(=O)Nc2cccc(C(F)(F)F)c2)N1 (centres undefined)

entry no.	49	50	51	52	53
tim10-1 inh	36	10	15	20	-27
Apaf-1 inh	20	8	0	10	-2
TIM10 inh	-1	12	6	21	-9
hIAP block	-1	-5	-5	11	-16
mIAP act	0.93	0.95	1	1	1
mIAP inh	7	5	-3	-4	-2
NLRP3 yeast inh	0	7	9	11	9
ATG4B inh	-5	-7	-11	12	5
hIAP activ	1	1.1	1	0.89	1.2

# Screening results from PubChem BioAssay.
